TTR transcr act = increases transthyretin transcription. SH-SY5Y TTR promoter Gaussia luciferase, luminescence; 100% = recombinant luciferase protein wells. activation, % at 16.7 µM. actives 1.3% (n = 92,000). AID 1117267;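 active = activation above the mean of all tested compounds plus 3 SD, cut at about 9.5% in these data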;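 also: cells exposed to compounds for one day before reading; 0% = median of all test compound wells on the plate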
Numbers without * were called inactive.

Preview (6 entries):
TTR transcr act	structure
2.6	CC(=O)c1ccccc1NC(=O)COC(=O)/C(=C/c1ccccc1)n1nnnc1C
2.2	COc1ccc(C(C)=O)cc1CSc1nnc(-c2ccncc2)n1C
-2.5	CCN1C(=O)[C@H]2[C@H]3CN=C(SCc4ccc(Cl)cc4)N3[C@@](Cc3ccccc3)(C(=O)OC)[C@H]2C1=O
-3.4	COc1cccc(C2=CC(c3ccc(N(C)C)cc3)n3nnnc3N2)c1 (stereo unspecified)
-2.2	COc1ccc(-n2c(=O)c3c4c(sc3n3c(=S)[nH]nc23)CCC4)cc1
-1.3	CN1CCc2c(sc(NC(=O)c3ccc(S(=O)(=O)N4CCc5ccccc54)cc3)c2C(N)=O)C1

Results, previewed entries included:
TTR transcr act	structure
2.6	CC(=O)c1ccccc1NC(=O)COC(=O)/C(=C/c1ccccc1)n1nnnc1C
2.2	COc1ccc(C(C)=O)cc1CSc1nnc(-c2ccncc2)n1C
-2.5	CCN1C(=O)[C@H]2[C@H]3CN=C(SCc4ccc(Cl)cc4)N3[C@@](Cc3ccccc3)(C(=O)OC)[C@H]2C1=O
-3.4	COc1cccc(C2=CC(c3ccc(N(C)C)cc3)n3nnnc3N2)c1 (stereo unspecified)
-2.2	COc1ccc(-n2c(=O)c3c4c(sc3n3c(=S)[nH]nc23)CCC4)cc1
-1.3	CN1CCc2c(sc(NC(=O)c3ccc(S(=O)(=O)N4CCc5ccccc54)cc3)c2C(N)=O)C1
0.1	COc1ccc(C(=O)OCC2CC(c3ccccc3)N(C)O2)cc1 (stereo unspecified)
-1.6	CCCC[C@H](C(=O)N(C)c1cccc(OC)c1)[C@@H](O)c1ccc(Cl)cc1
-1.6	Cn1c(=O)c2ncn(CC(=O)Nc3cc(C(F)(F)F)ccc3N3CCOCC3)c2n(C)c1=O
-6.2	O=C(CNC(=O)c1nc[nH]c1C(=O)NCC(=O)OCc1ccccc1)OCc1ccccc1
0.6	O=C(CSc1nnnn1Cc1ccccc1)NCCc1ccccc1
0.1	CCN(C(=O)COc1ccc(F)cc1Br)c1c(N)n(Cc2ccccc2)c(=O)[nH]c1=O
1.3	CCOc1ccc(C(c2c(C)n(C)n(-c3ccccc3)c2=O)c2c(C)n(C)n(-c3ccccc3)c2=O)c(O)c1
-1.1	COC(=O)c1c(NC(=O)c2ccc(C)cc2)csc1C
0.1	Cc1ccccc1Cn1ccc(NC(=O)c2onc(C)c2Cl)n1
-0.6	CC(C)(C)S(=O)(=O)c1ccccc1-c1noc(-c2ccccc2)c1C(N)=O
-0.2	CC(C)Sc1sc(C(=O)O)c(-c2ccc(Cl)cc2)c1C#N
0.6	O=[N+]([O-])c1ccc(C=NNc2ccc(S(=O)(=O)O)cc2)cc1
1.1	CCOC(=O)Cc1csc(NC(=O)CSc2nnnn2-c2ccc(F)cc2)n1
-1.9	CCN1C[C@@H]2[C@@H]3C(=O)N(Cc4ccccc4)C(=O)[C@@H]3[C@](C)(C1=O)N2C(=O)c1ccccc1
-0.8	CCOC(=O)c1ccccc1NC(=O)CSc1nnnn1C
-0.9	COc1cccc(C(Nc2ccccn2)c2c(NC(=O)c3ccco3)sc(C)c2C)c1 (stereo unspecified)
0.0	O=C(NC1CC1)C1=C[C@@H](C2CC2)C[C@@H](OCc2ccc(CO)cc2)O1
-0.5	CCc1cc[n+](/C(C(=S)Nc2cccc(C)c2)=C(/[O-])c2ccc(C)c([N+](=O)[O-])c2)cc1
-0.4	COc1ccccc1N1CCN(Cc2cc(=O)oc3cc(C)ccc23)CC1
-0.7	O=C(O)/C=C/C(=O)Nc1ccc(Cc2ccc(NC(=O)/C=C/C(=O)O)cc2)cc1
-2.2	COC(=O)c1cccc(N(C(=O)c2ccco2)C(C(=O)NC2CCCC2)c2ccco2)c1 (stereo unspecified)
2.0	Cc1cc(C)cc(N=Cc2[nH]c3ccc(Br)c(Cl)c3c2O)c1
-2.7	COc1cc(C2c3cc4c(cc3OC(NNC(N)=S)C2C)OCO4)cc(OC)c1OC (stereo unspecified)
-0.5	COc1cc2ccc(C(C)=O)c(O)c2cc1OC

For reference, part of the list above:
TTR transcr act	structure
-0.4	COc1ccccc1N1CCN(Cc2cc(=O)oc3cc(C)ccc23)CC1
-0.7	O=C(O)/C=C/C(=O)Nc1ccc(Cc2ccc(NC(=O)/C=C/C(=O)O)cc2)cc1
-2.2	COC(=O)c1cccc(N(C(=O)c2ccco2)C(C(=O)NC2CCCC2)c2ccco2)c1 (stereo unspecified)
2.0	Cc1cc(C)cc(N=Cc2[nH]c3ccc(Br)c(Cl)c3c2O)c1
-2.7	COc1cc(C2c3cc4c(cc3OC(NNC(N)=S)C2C)OCO4)cc(OC)c1OC (stereo unspecified)
-0.5	COc1cc2ccc(C(C)=O)c(O)c2cc1OC

(cont.)
TTR transcr act	structure
-0.9	CCCn1c(SCC(=O)NCCc2ccccc2)nnc1-c1ccco1
0.1	O=C(Nc1cccc(NC(=O)c2ncn[nH]2)c1)c1cccc(Cl)c1
-0.8	CN(C)/C=N/c1nc2nccc(-c3ccc(F)cc3)n2n1
-0.9	CCCCC(=O)Nc1cccc(NC(=O)c2ccccc2Br)c1
0.6	CCOc1ccc(/C=C2/SC(=O)NC2=S)cc1
0.2	O=C(NC1CCCc2ccccc21)c1cncc(Br)c1 (stereo unspecified)
1.1	Cn1ncc2c(=O)[nH]nnc21
-0.8	N#CCNc1ccc([N+](=O)[O-])cc1C#N
-0.1	CCc1nnc(NC(=O)C2CCCCC2)s1
0.4	COc1ccc(OC)c(CN2C(=O)c3ccccc3C2C(=O)NCc2cccnc2)c1 (stereo unspecified)
1.2	CN(CC(=O)Nn1cnnc1)S(=O)(=O)c1ccc(Br)cc1
0.7	CC1CCN(c2ccc3c(c2)S(=O)(=O)c2cccc(C(=O)O)c2C3=O)CC1
-1.9	C=C(C)[C@@H]1CC=C(CN2CCC(N3CCC(C(=O)N4CCCC4)CC3)CC2)CC1
2.2	COc1ccccc1-c1nc(SCC(=O)Nc2cc(C)on2)c2c(=O)n(C)c(=O)n(C)c2n1
1.1	CCOC(=O)c1ccccc1NC(=O)CSc1ncc(C(=O)OCC)c(N)n1
-4.2	Cc1cc(Br)cn2c(Cc3cccc(Cl)c3)c(-c3ccco3)nc12
0.6	Nc1c(C(=O)Nc2ccc(F)cc2)nnn1-c1cccc(C(F)(F)F)c1
5.1	CC(=O)Nc1ncc2c(n1)CC(c1ccco1)CC2=O (stereo unspecified)
1.6	Cc1cc2oc(=O)cc(CN(C)Cc3ccccc3)c2cc1C
-1.4	CC(=O)Nc1cccc(/C(C)=N/NC(=S)NC(C)C)c1
-0.3	COC(=O)[C@@H]1N=C(c2ccc(OC)cc2)O[C@]12C(=O)N(Cc1cn(-c3ccccc3)nn1)c1cccc(Cl)c12
0.2	COc1cccc(NC(=S)N(Cc2ccccn2)Cc2ccccc2Cl)c1
3.7	O=C(Nc1nnc(SCc2ccc(Cl)cc2)s1)C1CC(=O)N(Cc2ccccc2)C1 (stereo unspecified)
2.4	Cc1nn(C)c(Oc2cccc(Cl)c2)c1C(=O)Nc1ccc(F)cc1
-1.9	COc1ccc(/C=C2/Sc3ccc(C(=O)NCCN4CCCCCC4)cc3NC2=O)cc1
0.1	COc1ccc(S(=O)(=O)N2CCCCCC2)cc1C(=O)N1CCCCC1
0.0	O=C(CN1CCOCC1)Nc1ccccc1C(=O)Nc1ccccc1
22*	Cc1cc2nc(-c3ccccc3)c(CC3CCCCC3)n2c(C)c1Br
0.4	CCC(NC(=O)C1CCCC1)c1ccccc1 (stereo unspecified)
-3.4	CNC(=S)N1CCN(C(c2ccccc2)c2ccccc2)CC1
0.6	CC(=O)c1c(C)[nH]c(C(=O)Nc2cc(S(=O)(=O)N(C)C)ccc2C)c1C
-1.7	CC1CCCCC1NC(=O)COC(=O)c1ccc2ncsc2c1 (stereo unspecified)
-3.3	FC(F)(F)COc1cc(-c2nnc(SCc3ccccc3)n2Cc2ccco2)cc(OCC(F)(F)F)n1
-0.9	C=CCn1c(SCC(C)=O)nnc1-c1ccc2ncccc2c1
-2.5	Cc1cccc(C)c1OCC(=O)N/N=C/c1cc2c(cc1[N+](=O)[O-])OCO2
-0.1	O=C(CSc1ccc(-c2ccccn2)nn1)Nc1ccccc1
1.1	CCC(C)(C(=O)NC1CCCC1)N(CC1CCCO1)C(=O)c1ccc2c(c1)OCO2 (stereo unspecified)
-2.3	CCOC(=O)C1(Cc2cccc(OC)c2)CCCN(Cc2nccn2CC)C1 (stereo unspecified)
5.3	CCOc1ccc(N2C(=O)/C(=C/c3cccs3)N(CC(=O)OC)C2=S)cc1
-1.4	C=CCNC(=O)/C=C/c1c(F)cccc1Cl
-0.4	CCc1ccccc1NC(=S)N1CCN(c2cccc(OC)c2)CC1
9.6	COc1ccc(CCN2C(=NC(=O)CC(C)C)SC3CS(=O)(=O)CC32)cc1OC (stereo unspecified)
0.7	CC(C)=C1C2CCC1C(C(=O)Nc1cc(C)cc(C)c1)C2C(=O)O (stereo unspecified)
-0.2	CC(C)C(NC(=O)c1ccc(C(C)(C)C)cc1)C(=O)NCC1(N(C)C)CCCCC1 (stereo unspecified)
0.7	COc1ccc(-n2c(C)cc(/C=C3\SC(=O)NC3=O)c2C)cc1
-2.1	CCC(C)Sc1ccc([C@H]2N[C@@](C)(C(=O)OC)[C@H]3C(=O)N(C)C(=O)[C@@H]23)cc1OC (stereo partly specified)
6.2	C=CCn1c(N)cc(=O)nc1SCC(=O)Nc1ccc(C)cc1
-0.5	Cc1cccc(CCNC(=O)c2cccc3c2C(=O)N(C2CCCCC2)C3)c1
-1.7	CC(=O)N1CCN(S(=O)(=O)c2cccc(C(=O)Nc3cc(C(F)(F)F)ccc3N3CCOCC3)c2)CC1
1.3	Cc1ccccc1OCC(=O)N1N=C(c2cccnc2)CC1(O)C(F)(F)F (stereo unspecified)
-1.2	O=C(O)c1cccnc1Nc1ccc(Cl)cc1
-1.8	CCN1C(=O)[C@H]2[C@@H](c3ccc(C)cc3)N3C(=O)N(c4cccc(F)c4)C(=O)[C@@]3(C)[C@H]2C1=O
-0.7	Oc1ccc(CCc2c(F)cccc2F)c2cccnc12
-0.7	Cc1cccc(NS(=O)(=O)c2cccc(C(=O)NCC(c3ccc(F)cc3)N3CCOCC3)c2)c1 (stereo unspecified)
4.1	COC(=O)c1sccc1-c1ccc(/C=N/OCc2c(Cl)cccc2Cl)o1
-4.6	c1csc(CCNc2ncnc3sc4c(c23)CCC4)c1
2.1	O=C(c1cc(Cl)c(=O)n(Cc2ccccc2)c1)N1CCOCC1
-4.4	COc1ccc(C2(O)CCN(CC(=O)Nc3nc(-c4ccccc4)cs3)CC2)cc1
0.6	C=CCOc1ccc(C2/C(=C(\O)c3c(C)[nH]c(C(=O)OC)c3C)C(=O)C(=O)N2CCN(C)C)cc1 (stereo unspecified)
-0.1	O=C(COC(=O)c1ccccc1NCCO)NCC1CCCCC1

Later entries:
TTR transcr act	structure
2.4	CC1CN(C(=O)COC(=O)c2cccs2)CC(C)O1 (stereo unspecified)
-1.5	O=C(c1nnc(Cc2ccc(Cl)cc2)o1)N1CCOCC1
-0.3	Cn1c(Br)nc2c1c(=O)n(CC(O)COc1ccccc1)c(=O)n2C (stereo unspecified)
0.9	N#CCc1nn2c3c(cnc2c1C#N)C(=O)CCC3
2.3	C/C(=N\NC(=O)c1ccc(Cn2cc(Br)cn2)o1)c1cccc(NC(=O)C(C)(C)C)c1
0.2	O=S(=O)(c1ccccc1)c1nc(-c2ccccc2)oc1NCCCN1CCOCC1
6.9	CCCNC(=O)COC(=O)CCC(=O)c1ccc(F)cc1
0.3	O=C(CSCc1ccc(Br)cc1)N1CCCC1
-0.2	O=C(C(c1ccccc1)c1ccccc1)N1CCN(CCN2C(=O)c3cccc4cccc(c34)C2=O)CC1
-1.7	O=C(NCCCN1CCOCC1)C(=O)NCC1OCCN1S(=O)(=O)c1cc(F)ccc1F (stereo unspecified)
-2.7	COc1ccc(-c2cnc(N)nc2-c2ccc(OC)cc2O)cc1
0.0	c1ccc(-c2ccc3c(c2)NCCN3)cc1
-1.5	Cc1ccc2c(c1)CCCN2C(=O)c1cccs1
-2.0	Cc1ccc(C(=O)C(C)[n+]2cccc(C(N)=O)c2)cc1 (stereo unspecified)
-0.2	COc1ccc(C(C#N)=Cc2ccc(NC(C)=O)cc2)cc1
-0.8	O=C(NCCNS(=O)(=O)c1ccccc1)c1ccc([N+](=O)[O-])cc1
1.0	CCOc1cc(C(=O)OC(C)C(=O)Nc2ncc(Cl)cc2Cl)ccc1OCC(=O)N1CCOCC1 (stereo unspecified)
-1.5	CCCCC(=O)NCCc1ccc(S(N)(=O)=O)cc1
0.3	OCCN(CC(O)COc1ccccc1)CC(O)Cn1ccc2ccccc21 (stereo unspecified)
2.4	Cc1ccc2[nH]c(=O)c(CN3CCCCC3)c(-c3ccccc3)c2c1
2.1	O=C(Nc1nnc(C2CC2)o1)c1ccc(S(=O)(=O)N2CCCc3ccccc32)cc1
-0.3	CN(CC(=O)Nc1ccccc1Br)C(=O)c1sccc1-c1ccccc1
-1.5	CC1CCCN(C(=O)c2cc(-c3cccs3)nc3ccccc23)C1 (stereo unspecified)
0.2	Cc1ccccc1CN1CCSc2sccc2C1=O
-0.2	COc1ccc(N(C(=O)Cn2nnc(-c3ccccc3F)n2)C(C(=O)NCC2CCCO2)c2ccc(Cl)cc2)cc1 (stereo unspecified)
2.5	CC1=NNC(=O)C1CCC(=O)N/N=C(\C)c1ccccc1 (stereo unspecified)
-1.4	CCC(C(=O)Nc1ccccn1)c1ccccc1 (stereo unspecified)
-0.9	O=C(Nc1nnc(-c2ccco2)o1)c1ccc(S(=O)(=O)N2CCCC2)cc1
5.5	C/C(CC(O)(/C=N/O)c1ccccc1)=N\O (stereo unspecified)
-4.4	O=[N+]([O-])c1ccc(NC(=S)NCc2ccc(F)cc2)cc1
3.6	CCOC(=O)C(C#N)c1ccccn1 (stereo unspecified)
0.0	O=C(NC1CCCCC1)c1ccccc1NC(=O)C1CC1
1.1	O=S(=O)(NC1c2cccc3cccc(c23)C1Sc1ncccn1)c1ccccc1 (stereo unspecified)
-0.4	COc1cc(/C=C/C(=O)/C=C(O)/C=C/c2ccc(O)c(OC)c2)ccc1O
5.5	Cc1cc(C)cc(NC(=S)N(CCN(C)C)C(C)c2cccnc2)c1 (stereo unspecified)

Screens deposited in PubChem BioAssay by The Scripps Research Institute Molecular Screening Center.

These rows are one share of the data. The share of hits here may be higher or lower than overall.
